Source: PubChem BioAssay
HTRA1 inhibitor: HTRA1 (human) protease inhibition; Q92743; 340,000 compounds, 0.5% hits; recombinant HTRA1, FP-rhodamine activity-based probe, fluorescence polarization; inhibition, % at 5.96 µM; AID 504803; in the data active means inhibition above about 36%;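 further: 0% = enzyme with DMSO and 100% = wells lacking enzyme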
Target sequence (Q92743 whole entry, looked up): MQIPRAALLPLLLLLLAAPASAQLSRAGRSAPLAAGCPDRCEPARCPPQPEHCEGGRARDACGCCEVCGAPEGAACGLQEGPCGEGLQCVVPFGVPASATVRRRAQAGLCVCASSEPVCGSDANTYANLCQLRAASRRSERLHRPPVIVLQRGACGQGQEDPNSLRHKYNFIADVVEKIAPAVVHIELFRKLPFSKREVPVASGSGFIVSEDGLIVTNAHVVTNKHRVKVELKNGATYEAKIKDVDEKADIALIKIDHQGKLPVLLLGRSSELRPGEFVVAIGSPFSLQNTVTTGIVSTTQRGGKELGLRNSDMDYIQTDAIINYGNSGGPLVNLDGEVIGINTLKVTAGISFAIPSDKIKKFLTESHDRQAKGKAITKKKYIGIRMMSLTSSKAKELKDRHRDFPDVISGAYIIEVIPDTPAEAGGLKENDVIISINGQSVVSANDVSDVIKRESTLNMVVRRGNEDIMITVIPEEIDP
mABHD4 FP: ABHD4 (mouse) inhibition, primary FP screen | Q8VD66 | purified mABHD4, FP-Rh probe fluorescence polarization | 370,000 compounds, 0.54% hits | inhibition, % at 8.92 µM | AID 720543;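 active means inhibition exceeding the mean over every tested compound plus 3 SD, cut at about 30% in these data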;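 further: 0% = plate median of compound wells and 100% = S159A mutant with DMSO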
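Material: mouse ABHD4 enzyme, wild type; Benchmarks: S159A mutant high control, sample median low control; Buffer or medium: HEPES pH 7.0, NaCl, Pluronic buffer; Signal: fluorescence polarization; Read-out: percent inhibition of probe binding, normalized to plate controls; Timing: pre-incubation 45 min, probe exposure 60 min, at 25 °C; Dosing: 8.92 µM, single dose.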
GC-B act: GC-B (human) receptor activation | activation, % at 10 µM | HEK293-GC-B cells, CNP EC30, cGMP TR-FRET; 0% at EC30 CNP, 100% saturating CNP | 370,000 compounds, 0.11% hits;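 active means activation at 10 µM reaching about 35% in either raw or pattern-adjusted values, limit read from the data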
ARFGAP1 inh: rat ARFGAP1 inhibition. Q62848. inhibition, % at 16.5 µM. AID 651572. Arfgap1-stimulated ARF1 GTP hydrolysis, GDP FP detection. 360,000 compounds, 0.26% hits;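 active means inhibition above a per-plate limit, mean inhibition of low control wells plus 3 SD, cut at about 25% in these data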;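 further: 0% = DMSO wells with enzyme and 100% = wells lacking Arfgap1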
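Replicates: Single well per compound | Assay system: Truncated rat Arfgap1 GAP domain | Control set: No-Arfgap1 wells (100%) versus DMSO full-reaction wells (0%) | Times: Enzyme reaction 120 min at 25 °C after 20 min preincubation | Reagent: Human ARF1(Δ1-17)-GTP substrate | Measured by: Tracer-displacement fluorescence polarization with EDTA stop, 620/688 nm | Measure: Percent inhibition of Arfgap1-stimulated GTP hydrolysis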
NR1D1 modulator: modulators of human Rev-erb alpha DNA binding | Rev-erbα–FITC-DNA binding, fluorescence polarization, 90 min | AID 1259318 | activity, % at 10 µM | 370,000 compounds, 0.79% hits | P20393;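 active means activity above about 14%, limit read from the data; passing the limit was not always enough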;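 further: 0% = DMSO wells with 35 nM protein and 100% = DMSO wells with 750 nM protein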
Target sequence (P20393 whole entry, looked up): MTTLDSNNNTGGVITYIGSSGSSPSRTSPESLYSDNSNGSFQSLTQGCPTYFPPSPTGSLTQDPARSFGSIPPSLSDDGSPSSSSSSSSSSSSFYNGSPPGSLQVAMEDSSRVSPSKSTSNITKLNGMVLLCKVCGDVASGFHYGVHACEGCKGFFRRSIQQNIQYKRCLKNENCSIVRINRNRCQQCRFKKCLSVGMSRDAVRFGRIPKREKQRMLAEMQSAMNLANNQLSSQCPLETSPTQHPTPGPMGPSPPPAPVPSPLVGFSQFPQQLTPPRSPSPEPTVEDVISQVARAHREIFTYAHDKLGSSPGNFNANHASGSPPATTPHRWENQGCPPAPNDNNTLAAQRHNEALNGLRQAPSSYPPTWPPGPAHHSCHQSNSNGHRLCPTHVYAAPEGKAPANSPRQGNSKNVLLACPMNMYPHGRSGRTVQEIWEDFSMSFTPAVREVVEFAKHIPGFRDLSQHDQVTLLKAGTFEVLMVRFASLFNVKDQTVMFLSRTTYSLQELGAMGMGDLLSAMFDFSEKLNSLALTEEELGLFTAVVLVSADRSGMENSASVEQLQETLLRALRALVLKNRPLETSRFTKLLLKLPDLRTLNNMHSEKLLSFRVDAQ
rCAG RNA binder: molecules binding r(CAG) RNA repeats; r(CAG) RNA repeat, TO-PRO-1 dye displacement fluorescence; 370,000 compounds, 1.3% hits; inhibition, % at 3 µM;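 active means inhibition above the plate cutoff, the mean of all test compounds on that plate plus 3 SD, cut at about 35% in these data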;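 further: 0% = DMSO alone and 100% = 100 µM mitoxantrone as full dye displacement; higher means more dye released from RNA so lower well fluorescence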
SMARCA2 act: increases SMARCA2 function in MMTV reporter cells. activation, % at 9.1 µM. 370,000 compounds, 1% hits. MG213 cells, MMTV-luciferase reporter, dexamethasone, overnight; in the data active means activation above about 7.8%;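 further: 0% = vehicle wells and 100% = reference activator wells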
NPR1 activator: GC-A (human) enzyme activation; 370,000 compounds, 0.14% hits; P16066; activation, % at 10 µM; HEK293 GC-A cells, cGMP TR-FRET, EC30 ANP; 0% at EC30 ANP, 100% saturating ANP; in the data active means activation above about 40%
PG9 Ab binder: binds the HIV-1 gp120 antibody PG9; inhibition, % at 6.7 µM; 360,000 compounds, 0.43% hits; TR-FRET gp120-PG9 antibody binding; in the data active means inhibition above about 8.5%
ASAP1 inh: inhibitors of human ASAP1 ArfGAP activity; ASAP1-stimulated ARF1 GTP hydrolysis, GDP FP detection; inhibition, % at 16.5 µM; 360,000 compounds, 0.19% hits; in the data active means inhibition above about 25%;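 further: 0% = vehicle with enzyme and substrate and 100% = no enzyme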
Numbers without * were called inactive; x = not tested or not shown.

SMILES | HTRA1 inhibitor | mABHD4 FP | GC-B act | ARFGAP1 inh | NR1D1 modulator | rCAG RNA binder | SMARCA2 act | NPR1 activator | PG9 Ab binder | ASAP1 inh
COc1ccc(NC(=O)CN(C)C(=O)CSc2ccc(Br)cc2)cc1 | -15 | -3 | -4 | 11 | -3 | 4 | -4 | 2 | 0.6 | -6
CCCCN(Cc1ccccc1)S(=O)(=O)c1ccc2[nH]c(=O)oc2c1 | -22 | -24 | -2 | 13 | 4 | 39* | -2 | -2 | 1.5 | -3
COc1ccc(-c2csc(N3C(=O)CNC3=S)n2)cc1 | -1 | -3 | 4 | -2 | 2 | 8 | 4 | 7 | -0.9 | -7
CCOC(=O)c1cn(Cc2ccccc2)c2cc(C)nn2c1=O | 5 | -7 | 6 | 12 | -1 | -3 | -1 | 3 | -2.4 | -5
Cc1c(Cl)cccc1NC(=O)CNC(=O)C1CC(=O)N(C2CCCC2)C1 (centres undefined) | 5 | -6 | -2 | -12 | 5 | 2 | -2 | 1 | 0.8 | 0
Cc1cc(-c2nc3ccccc3s2)ccc1N | 6 | 17 | -4 | 3 | 2 | 7 | 0 | 3 | 0.5 | 4
O=C(Nc1ccc(Cl)cc1C(=O)Nc1ccc(Br)cn1)c1ccco1 | -18 | -26 | -2 | 0 | -7 | 9 | 4 | 3 | -2.2 | -12
Cc1ccc(C(=O)NCCc2ccc(S(N)(=O)=O)cc2)o1 | 8 | 2 | 6 | 11 | 2 | -3 | 5 | -3 | -1.4 | 5
N#CCCN(Cc1cccnc1)S(=O)(=O)c1ccc(S(=O)(=O)NC2CCCCC2)cc1 | 0 | -3 | 6 | 8 | -1 | -4 | -1 | -4 | -0.3 | -2
C=C1CC[C@@H]2[C@](C)(CCC[C@@]2(C)/C=C/[C@@H](O)C(C)(C)O)[C@H]1CC(=O)NCCS(=O)(=O)O | -2 | -2 | 0 | -10 | 8 | 17 | 0 | 3 | -1.1 | -15
COc1ccc2[nH]c(=O)c(CNc3ccccc3)cc2c1 | 8 | 17 | -11 | -6 | 4 | 8 | 7 | 0 | -4.8 | -11
O=C(O)CCC(=O)N(Cc1ccco1)C1CC(=O)N(c2ccccc2)C1=O (centres undefined) | -1 | -1 | 2 | -14 | -4 | -2 | 3 | 1 | 0.3 | -1
COc1cc(C(=O)NCCC(=O)NC2CCCCC2)cc(OC)c1OC | 4 | -5 | -1 | 2 | -2 | -2 | -1 | -3 | 2.6 | 3
Cc1ccc(C(=O)N/C(=C\c2ccc(-c3ccccc3[N+](=O)[O-])o2)C(=O)NCCN(C)C)cc1 | 13 | 3 | -9 | 0 | 3 | 3 | -1 | -6 | -12 | 1
Cc1ccc(OCC(=O)Nc2ccc3c(c2)C(=O)NC3=O)c(C)c1 | -1 | -2 | -1 | -8 | 8 | -3 | -3 | -1 | 2.3 | 8
N#CCSc1nc2ccccc2c(=O)n1CCCC(=O)NCC1CCCO1 (centres undefined) | 5 | 5 | -4 | 2 | 4 | -5 | 1 | 1 | -0.8 | 2
CC1CN(S(=O)(=O)c2cccc(C(=O)Nc3cc(Cl)ccc3N3CCOCC3)c2)CC(C)O1 (centres undefined) | -17 | -5 | 2 | 0 | 1 | 3 | 2 | 0 | 0.8 | -1
Cc1cccc(-n2c(C)nc3ccsc3c2=O)c1 | -1 | -6 | 13 | -9 | 3 | -3 | -4 | 6 | -2.2 | -7
Cc1cc(C)c2nc3c(c(C(=O)O)c2c1)CCC3 | -3 | 4 | 8 | 8 | -1 | 1 | -4 | 0 | -0.3 | 0
CCCn1c2ccc(F)cc2c2nnc(SCCN3CCCCC3)nc21 | 0 | 3 | 0 | -7 | 0 | -3 | -2 | 9 | -0.8 | 4

Only SMARCA2 act, ARFGAP1 inh and GC-B act, for some of the entries so far:
SMILES	SMARCA2 act	ARFGAP1 inh	GC-B act
Cc1cc(C)c2nc3c(c(C(=O)O)c2c1)CCC3	-4	8	8
O=C(O)CCC(=O)N(Cc1ccco1)C1CC(=O)N(c2ccccc2)C1=O (centres undefined)	3	-14	2

(more compounds)
SMILES | HTRA1 inhibitor | mABHD4 FP | GC-B act | ARFGAP1 inh | NR1D1 modulator | rCAG RNA binder | SMARCA2 act | NPR1 activator | PG9 Ab binder | ASAP1 inh
Cc1ccc(C)n1-n1cnc2scc(-c3cccs3)c2c1=O | -8 | -4 | 0 | -4 | -3 | 3 | 2 | 0 | -0.2 | -8
Cc1ccc(S(=O)(=O)N2CCN(C(=O)CCCOc3cccc(C)c3)CC2)cc1 | 0 | 0 | -4 | -3 | -3 | 0 | 0 | -3 | -0.2 | 6
NS(=O)(=O)c1ccc(NC(=O)COC(=O)CCC2CCCC2)cc1 | 11 | 4 | -1 | 8 | -4 | 3 | -2 | -5 | -0.8 | 7
Cc1cc(C(=O)CN2CCCCC2)c(C)n1-c1ccc(F)cc1 | -7 | -1 | -2 | 15 | -4 | -2 | 5 | -3 | -1.1 | -6
CC1=C(C(=O)Nc2ccc(CC(=O)NCc3ccc(OC(C)C)cc3)cc2)SCCO1 | -4 | 3 | -1 | 9 | -3 | 8 | 7 | -1 | -3.2 | -7
O=C(Nc1ccccc1N1CCN(c2ccc(F)cc2)CC1)c1ccccc1 | -6 | 5 | 4 | -7 | 1 | 1 | 1 | 12 | -0.2 | -1
O=C(c1cccc(S(=O)(=O)N2CCOCC2)c1)N1CCOCC1 | -2 | -5 | 2 | 9 | 1 | 0 | -5 | 2 | 0.1 | 4
C=CCN1[C@@H](C)COc2cccc(N3CCSCC3)c2S1(=O)=O | x | 1 | -3 | x | 0 | 0 | 6 | -4 | x | x
COc1ccnc(Oc2ccc(F)cc2)c1C(=O)N/C=N/OCc1ccc(F)cc1Cl | -5 | -19 | -3 | -3 | 4 | -5 | -1 | -3 | -0.7 | -5
COc1cccc(NC(=O)CNS(=O)(=O)c2ccc3nc(C)sc3c2)c1 | -2 | 5 | -4 | 8 | -1 | 4 | -1 | 7 | 0.6 | 0
Cc1ccc(NC(=O)c2ccccc2-c2ccccc2C(=O)O)cc1 | 3 | 0 | 3 | -4 | -1 | 3 | 1 | 0 | -0.4 | -11
O=c1c2cc3cc4c(cc3nc2ncn1CCc1ccccc1)OCO4 | x | 7 | -5 | x | 9 | 17 | 0 | -4 | x | x
O=C(Cn1cc([N+](=O)[O-])cn1)NCc1ccc(-n2cccn2)cc1 | 0 | -1 | 6 | 2 | 0 | 2 | 1 | 1 | -0.3 | 3
Cc1cccc(N(Cc2ccccc2)C(=O)c2ccc(C)c(S(=O)(=O)N3CCOCC3)c2)c1 | -13 | -2 | -9 | -6 | 4 | -2 | 0 | -4 | -0.4 | 8
CN(C1CCCCC1)S(=O)(=O)c1ccc(=S)[nH]c1 | 1 | 5 | 5 | 13 | 12 | 1 | 3 | -2 | -0.8 | -2
CCOC(=O)C1=C(c2ccccc2)NC(SCC(=O)Nc2ccc(C)cc2)=C(C#N)C1c1ccco1 (centres undefined) | -76 | x | -5 | x | 6 | x | x | -1 | x | x
CC(C)[C@H](NS(=O)(=O)c1ccc(Cl)cc1)C(=O)OCC(=O)c1c(N)n(C)c(=O)n(C)c1=O | 5 | 1 | 3 | -3 | 0 | 0 | -2 | 3 | -0.7 | -4
COc1ccc(OC)c(NC(=O)CN2C(=O)C3(OCCCO3)c3ccccc32)c1 | -4 | 0 | 0 | 7 | -2 | -2 | -2 | -2 | 0.7 | -2
O=Cc1ccc(N2CCCC2)c([N+](=O)[O-])c1 | -5 | 0 | -4 | 6 | 2 | -1 | 1 | -3 | -3.3 | 6
CCN(CC)c1ccc(S(=O)(=O)N2CCOCC2)cc1NC(=O)COC(=O)/C=C/c1ccc(O)c(OC)c1 | -10 | -9 | -2 | -8 | -8 | 14 | -1 | 1 | -0.7 | 11
COc1ccccc1OC(C)C(=O)Nc1ccc2c(c1)OCCO2 (centres undefined) | -3 | 2 | 2 | 14 | -1 | -6 | -2 | -2 | -1.1 | 10
O=C(O)c1[nH]c2ccccc2c1C(c1cc(Br)ccc1O)c1c(C(=O)O)[nH]c2ccccc12 | 1 | 43* | 6 | -27 | -9 | 95* | -2 | 1 | -0.7 | -19
COc1ccc(N(C)S(=O)(=O)c2cccc(C(=O)OC(C)C(=O)NC3CCCCC3C)c2)cc1 (centres undefined) | -15 | -17 | 4 | 8 | -2 | -4 | 0 | -4 | 2.0 | 4
CCCCN(C=O)c1c(CC)nc2ccc(C(=O)N3CCN(c4ccccc4)CC3)cn12 | x | 5 | -4 | -10 | -7 | -1 | -1 | 1 | -1.4 | 4
COc1cc(OC)c(-c2nn3c(C4CCCCC4)nnc3s2)cc1OC | -15 | -5 | 7 | 1 | -3 | -4 | 8.3* | 6 | -2.3 | 3
CC1(c2nnc(-c3cccc(Cl)c3)o2)CC(c2ccc(C#N)cc2)=NO1 (centres undefined) | -10 | -6 | 6 | 10 | -1 | 4 | -1 | -1 | 1.3 | 13
O=C(Nc1cccc2ncccc12)c1ccco1 | 7 | -13 | -1 | 1 | 0 | 1 | -1 | -3 | 0.6 | 1
CCN1CCC(=NNC(=O)CC23CC4CC(CC(C4)C2)C3)CC1 | -18 | 3 | -1 | -8 | -3 | -6 | 2 | -3 | -2.3 | -4
O=C(N/N=C/c1cccs1)c1ccc2ccccc2c1 | -6 | -21 | -2 | 9 | 0 | 0 | 1 | -7 | -1.8 | 7
CCCN1CCCCC(NC(=O)COCc2ccccc2)C1=O (centres undefined) | x | -11 | -3 | -3 | 3 | -3 | -3 | 5 | 1.0 | -13
CCN(CC)c1ccc(NC(=O)COC(=O)C2CCN(c3ccc(C(F)(F)F)cn3)CC2)cc1 | -3 | -2 | 0 | 6 | 2 | -1 | 4 | -6 | 1.3 | -19
Nn1c(SCC(=O)N2CCCc3ccccc32)nncc1=O | 2 | 1 | 8 | 8 | -4 | -1 | 0 | 3 | 1.0 | 2
O=C(/C=C/c1ccccc1)Nc1nc(-c2ccncc2)cs1 | -36 | -41 | -4 | 35* | -5 | 4 | -5 | -1 | 0.3 | 4
CCOC(=O)Nc1ccc2c(c1)N(C(=O)CN1CCN(C)CC1)c1ccccc1CC2 | 2 | -4 | 1 | 4 | 5 | 0 | 2 | 0 | -0.6 | -4
CC(C)NC(=O)NNC(=O)Cn1nnc(-c2cccc(Cl)c2Cl)n1 | x | 4 | 5 | -6 | 4 | -2 | -3 | 6 | -0.7 | -2
COc1ccccc1NS(=O)(=O)c1ccc(/C=C/C(=O)O)cc1 | 8 | -7 | 2 | -8 | -4 | 0 | -3 | -1 | -1.5 | 1
Cc1ccc(C2(C(F)(F)F)NC(=O)N3CCN=C3S2)cc1 (centres undefined) | -1 | -1 | 3 | 9 | 1 | 4 | -2 | 0 | 0.6 | 7
Cc1cc(Br)cnc1NC(=S)Nc1ccc(F)cc1F | -1 | -4 | -1 | -4 | 2 | 1 | -3 | 3 | 0.7 | -2
Cc1nn(C)c(C)c1/C=N/NC(=O)C(C)(C)Oc1ccc(Cl)cc1 | 0 | x | 7 | x | 8 | x | x | 0 | x | x
Cc1ccc(-c2cc(-c3nnc(SCC(=O)Nc4cccc5ccccc45)n3N)[nH]n2)cc1 | x | 5 | -11 | x | -3 | 11 | -6 | -21 | x | x

This is a random part of the collection (roughly 4.4% active in at least one column).
